# High-throughput results: PubChem, Sanford-Burnham Center for Chemical Genomics
# CCR6 antagonist: CCR6 (human) receptor antagonism. P51684. CHO-K1 CCR6 PathHunter beta-arrestin, luminescence, CCL20-stimulated. inhibition, % at 20 µM. hit rate 0.49% among 340,000. AID 493098;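 active means compounds whose inhibition of the agonist-driven luminescence signal at 20 µM reaches about 50%, limit read from the data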;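 further: cells stimulated with CCL20 at 14 nM final; plate controls were DMSO with CCL20 for no effect and DMSO without agonist for full effect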
# Target sequence (P51684 whole entry, looked up): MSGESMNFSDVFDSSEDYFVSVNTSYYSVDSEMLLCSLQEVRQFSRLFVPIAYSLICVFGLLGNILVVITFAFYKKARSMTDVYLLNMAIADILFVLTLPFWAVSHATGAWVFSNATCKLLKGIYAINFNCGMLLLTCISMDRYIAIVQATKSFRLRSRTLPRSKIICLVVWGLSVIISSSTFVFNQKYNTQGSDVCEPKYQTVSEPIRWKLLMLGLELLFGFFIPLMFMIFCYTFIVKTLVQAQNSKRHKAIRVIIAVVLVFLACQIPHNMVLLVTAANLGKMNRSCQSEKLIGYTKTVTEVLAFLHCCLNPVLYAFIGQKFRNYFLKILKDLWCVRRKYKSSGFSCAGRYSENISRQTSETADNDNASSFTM
# Jurkat NFkB inh: inhibitors of the PMA/ionomycin-induced NF-kB reporter in Jurkat cells. PMA/ionomycin-induced NF-kB luciferase reporter, luminescence. inhibition, % at 4 µM. hit rate 0.53% among 330,000. AID 435003
# SENP8 inh: inhibitors of human SENP8 protease. Q96LD8. purified SENP8, Z-RLRGG-aminoluciferin cleavage, luminescence. inhibition, % at 10 µM. hit rate 1.2% among 330,000
# UBC13 polyUb: blocks human UBC13 polyubiquitin chain formation; P61088; TR-FRET; inhibition, % at 20 µM; hit rate 0.47% among 330,000; AID 485273; in the data active means inhibition above about 45%, passing the limit was not always enough
# Target sequence (P61088 whole entry, looked up): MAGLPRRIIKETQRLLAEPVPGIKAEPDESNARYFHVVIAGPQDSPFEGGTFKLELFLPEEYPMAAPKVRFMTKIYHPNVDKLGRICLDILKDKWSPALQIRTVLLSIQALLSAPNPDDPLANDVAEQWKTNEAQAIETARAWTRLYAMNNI
# Apaf-1 inh: inhibitors of human Apaf-1 apoptosome; O14727; reconstituted apoptosome caspase-3 activity, DEVD-Rh110 fluorescence; inhibition, % at 20 µM; hit rate 0.71% among 330,000; AID 489030; active means inhibition of at least 40% at 20 µM;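 further: plate controls were DMSO wells for no effect and DEVD-CHO caspase inhibitor wells for full effect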
#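 Material: biochemical Apaf-1 apoptosome reconstitution. Medium: Hepes buffer, pH 7.5. Also added: cytochrome c activation, bis-DEVD rhodamine 110 substrate. Timing: 30 min compound preincubation, 50 min activation, room temperature. Measured by: rhodamine 110 fluorescence at Ex 480/Em 540 nm.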
# 697 NFkB inh: lowers PMA/ionomycin-induced NF-kB signal in 697 B cells. 697 B-cell NF-kB luciferase reporter, 16 h. inhibition, % at 4 µM. hit rate 0.33% among 330,000. AID 435022; in the data active means inhibition above about 35%
# Gli-Sufu block: antagonists of Gli-Sufu signaling. Sufu-KO-LIGHT fibroblasts, Gli luciferase reporter luminescence. inhibition, % at 5 µM. hit rate 0.74% among 340,000;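 active means inhibition above about 55%, limit read from the data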;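 further: 0% = DMSO-treated cells and 100% = wells with medium but no cells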
# EBI2 antag: antagonists of human EBI2 receptor; EBI2 beta-arrestin recruitment, luminescence, 7a,25-OHC stimulated; inhibition, % at 5 µM; hit rate 0.81% among 360,000; AID 651636; in the data active means inhibition above about 38%;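 further: enzyme fragment complementation signal reports receptor beta-arrestin coupling in cells; 0% = agonist plus DMSO wells and 100% = wells without agonist; some results beyond the cut were filed as inactive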
# Target sequence (P32249 whole entry, looked up, the tested form may be a part): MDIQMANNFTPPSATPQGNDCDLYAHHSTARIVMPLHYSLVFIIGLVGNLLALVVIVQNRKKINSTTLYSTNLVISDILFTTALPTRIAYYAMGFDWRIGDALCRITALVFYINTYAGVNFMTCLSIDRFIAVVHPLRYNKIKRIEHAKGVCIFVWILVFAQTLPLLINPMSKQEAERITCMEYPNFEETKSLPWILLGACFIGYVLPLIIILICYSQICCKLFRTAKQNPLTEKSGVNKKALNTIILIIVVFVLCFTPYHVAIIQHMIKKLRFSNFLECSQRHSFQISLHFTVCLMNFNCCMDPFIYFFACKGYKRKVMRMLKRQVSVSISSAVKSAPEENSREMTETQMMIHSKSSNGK
# Active calls of the source: *; · = not tested or not shown; & = joins results of further samples. Unless noted, no stated cut-off is given here; in the data, active means inhibition above about 50%; inactive means the rest.
SMILES,CCR6 antagonist,Jurkat NFkB inh,SENP8 inh,UBC13 polyUb,Apaf-1 inh,697 NFkB inh,Gli-Sufu block,EBI2 antag
CS(=O)(=O)N1CCN(C(=O)Cc2ccccc2)CC1,-9,13,-1,5,3,23,-3,-3
COc1ccc(C(=O)N/N=C/c2ccc(OC)c(CN3CCCc4ccccc43)c2)cc1,0,-3,-7,-4,17,44*,2,10
COc1ccccc1NC(=O)c1cccc2c(Br)cccc12,-3,-3,-5,0,19,6,-15,-2
O=C(/C=C/Nc1cccc([N+](=O)[O-])c1)c1cccs1,16,-158,35,-8,-4,-120,-10,17
COc1cc(OC)c(C(=O)NCCCn2ccnc2)cc1OC,3,-2,0,6,-34,11,7,-5
CCCCc1cc(=O)oc2cc(OCC(=O)N3C[C@H]4C[C@@H](C3)c3cccc(=O)n3C4)ccc12,4,18,-2,-9,-3,22,-2,5
Cc1cc(S(=O)(=O)N2CCN=C2c2ccccc2)ccc1F,-11,8,-7,-1,3,-26,0,0
CCc1ccc(C(C)NC(=O)C2CCCC2)cc1 (stereo unspecified),-2,12,-7,-2,-13,-19,7,-5
CCOC(=O)c1sc(NC(=S)NC(=O)c2ccccc2)nc1C,12,-49,31,-2,-2,-42,-35,-9
CCN(CC(=O)Nc1c(F)cccc1F)C(=O)c1csc2c1CCCC2,5,-8,-2,-2,4,21,-4,1
COc1ccc(CNC(=O)CN(C(=O)c2csnn2)c2ccccc2F)cc1,15,5,-1,1,-20,18,-10,-13
CCCCn1c(N)c(N(CC(C)C)C(=O)C2CCN(S(=O)(=O)c3ccc(Cl)cc3)CC2)c(=O)[nH]c1=O,5,6,-4,-4,12,9,0,-7
CCOC(=O)C(C)Sc1nc(=O)n2cccc(C)c2n1 (stereo unspecified),-8,-14,10,0,-8,8,3,-2
C=CCNC(=S)N(Cc1ccccc1)Cc1ccc(F)cc1,12,-10,0,1,12,-7,4,12
Cn1cc([N+](=O)[O-])c(C(=O)Nc2ccc3c(c2)OCCO3)n1,-4,-20,17,3,-12,-24,-36,-23
C=C(C)c1cccc(C(C)(C)NC(=O)Nc2ccc(C)cn2)c1,14,-5,-14,-5,23,-27,5,3
C[C@H](CO)N1C[C@H](C)[C@@H](CN(C)S(=O)(=O)c2cn(C)cn2)Oc2ccc(NC(=O)Cc3ccccc3)cc2C1=O,-1,6,3,3,0,-7,5,-5
COc1cc(OC)cc(C(=O)N2CCN(C(=O)c3ccc(-c4ccccc4)cc3)CC2)c1,-6,10,-3,0,27,9,1,89*
CC(Sc1nnc2ccccn12)C(N)=O (stereo unspecified),0,-3,-13,-9,-15,0,-2,1
CC(=O)c1ccc(OCCOc2ccc(C#N)cc2)cc1,2,-9,3,11,-4,12,1,-5
O=C(NC1=NCCS1)C1CC(=O)N(c2ccc(F)cc2)C1 (stereo unspecified),2,2,-2,-6,4,-23,25,-4
CC(C)CC(=O)OC(C)(C)[C@@H]1Cc2c(ccc3ccc(=O)oc23)O1,17,-10,9,30,14,-1,11,-3
Cc1ccc(C(=O)Nc2cc(-c3ccn[nH]3)c(C)n(N)c2=O)cc1,16,15,5,-15,4,13,-5,1
NNC(=O)CN(CCc1ccccc1)S(=O)(=O)c1ccc(Cl)cc1,11,-4,-8,4,4,2,2,-1
CCCCn1c(N)c(N(CC)C(=O)C2COc3ccccc3O2)c(=O)[nH]c1=O (stereo unspecified),-6,-17,-7,-4,2,-17,-7,-9
# (cont.)
SMILES,CCR6 antagonist,Jurkat NFkB inh,SENP8 inh,UBC13 polyUb,Apaf-1 inh,697 NFkB inh,Gli-Sufu block,EBI2 antag
Cc1csc(SCC(=O)c2c(N)n(C)c(=O)n(C)c2=O)n1,-8,-31,-1,1,5,-16,-17,-17
COc1ccc(C(=O)NCCN2CCOCC2)cc1[N+](=O)[O-],4,3,-1,4,-4,12,4,-23
Cc1ccc(C(=O)OCC(=O)N(C)C2CCS(=O)(=O)C2)cc1[N+](=O)[O-] (stereo unspecified),8,-3,-3,-12,-2,-40,-5,-3
C=CCn1c(SCC(=O)NC2CC2)nc2ccccc2c1=O,1,-5,-3,2,-3,13,1,1
Cc1cccc(N(C)S(=O)(=O)c2ccc3c(c2)C(C)(C)C(=O)N3C)c1,7,12,-2,-24,9,-21,1,8
O=C(OCC(=O)N1CCN(C(=O)c2ccco2)CC1)c1sc2ccccc2c1Cl,10,-10,0,-3,-7,4,3,-15
COCCNC(=O)Cn1nc(C(F)(F)F)cc1C,-6,7,1,6,-21,7,3,-7
Cc1cc(N2CCC(C)CC2)c(F)cc1[N+](=O)[O-],5,14,-3,10,-9,2,-1,-2
Cn1c2ccccc2c2cc(C(=O)NNC(=O)CCl)sc21,-9,6,-10,-25,23,-204,-8,5
COC(=O)c1sc(NC(=O)COc2ccc(C)cc2)nc1C,-6,0,1,4,0,7,-1,-5
CCOc1ccccc1NC(=O)CCN1CCN(S(=O)(=O)c2ccc(Br)cc2)CC1,7,-6,-1,6,6,-7,53,-4
O=C(COC(=O)c1cnccn1)c1ccc(Cl)c([N+](=O)[O-])c1,87*,7,1,-7,0,-9,-1,11
Cc1ccc(NS(=O)(=O)c2ccc(C(=O)NCc3cccnc3)cc2)cc1,4,2,-2,1,-7,-30,13,-15
O=C(NC1CCCCC1)C1CCCN1C(=O)Nc1ccccc1 (stereo unspecified),6,-1,5,2,-5,19,-23,-1
CCOC(=O)c1nn(-c2ccccc2)c(=O)cc1OCC(=O)Nc1cc(C)ccc1C,11,-6,2,1,13,-7,5,-2
CCNC(=O)NC(=O)C(C)SCc1ccccc1C (stereo unspecified),-14,-15,4,5,1,6,-20,3
CCCNC(=O)CSc1nnc(-c2ccc(F)cc2)o1,-6,8,-2,4,-6,8,-12,-7
Cn1c2ccccc2n2c(=O)c(=O)n(CC(=O)N3CCCc4ccccc43)nc12,·,-15,-12,-4,-13,-7,·,·
CC(=O)c1c(N2CCN(CCO)CC2)nc(=S)n(-c2ccccc2)c1C,15,-2,-2,1,5,-4,-8,-9
Cc1csc(NC(=O)CSc2nnc(-c3cc(C)on3)o2)n1,4,-4,4,-3,-9,18,-13,-3
COCc1nnc(NC(=O)c2ccccc2[N+](=O)[O-])s1,-2,9,-10,13,-5,15,-11,1
CC(=O)Nc1ccc(OCC(O)CN2C(C)CCCC2C)cc1 (stereo unspecified),-2,1,-4,8,4,19,1,-15
CC(C)(C)NC(=O)CN(C(=O)Cn1nnc(-c2ccc(Cl)cc2)n1)C1CCN(Cc2ccccc2)CC1,16,12,-6,15,23,-28,3,3
CS(=O)(=O)c1cccc(C(=O)Nc2cccc(S(=O)(=O)N3CCCC3)c2)c1,-9,-8,-8,0,2,28,-5,-3
CCN1CCN(Cc2c3ccccc3cc3ccccc23)CC1,1,-15,2,7,5,-7,12,-10

# Taken from above:
# Apaf-1 inh with O=C(OCC(=O)N1CCN(C(=O)c2ccco2)CC1)c1sc2ccccc2c1Cl is entered as -7
# Apaf-1 inh with O=C(COC(=O)c1cnccn1)c1ccc(Cl)c([N+](=O)[O-])c1 is entered as 0
# 697 NFkB inh with CC(C)CC(=O)OC(C)(C)[C@@H]1Cc2c(ccc3ccc(=O)oc23)O1 is entered as -1
# EBI2 antag with Cc1cc(N2CCC(C)CC2)c(F)cc1[N+](=O)[O-] is entered as -2

# (next part)
SMILES,CCR6 antagonist,Jurkat NFkB inh,SENP8 inh,UBC13 polyUb,Apaf-1 inh,697 NFkB inh,Gli-Sufu block,EBI2 antag
COCCNc1ncnc2c1cnn2Cc1ccccc1Cl,8,14,5,3,-5,18,3,-14
S=C1NC(c2ccccc2)=CC(c2ccccc2)N1 (stereo unspecified),10,-21,-3,-6,13,4,-5,-2
Cc1cc(C)nc(Oc2ccc(Br)cc2)n1,6,2,-2,8,-1,3,5,6
CC1CCC(N2CCNCC2)CC1 (stereo unspecified),-1,0,-9,-8,6,13,-2,8
CCN(CC(=O)Nc1ccccc1C(F)(F)F)C(=O)c1ccc2c(c1)NC(=O)CS2,-6,-1,7,-4,-6,21,-6,5
CCOC(=O)c1c(C)n(C)c2ccc(OCCN(C)C)cc12,10,-17,-2,10,-5,20,-6,-8
CCOc1cc(NC(=O)c2ccco2)c(OCC)cc1NC(=O)c1cc(OC)c(OC)c(OC)c1,-4,46,-2,-6,12,33,14,16
O=c1c2ccccc2oc2ccc(-c3ccc4[nH]ccc4c3)cc12,6,-172,44,23,-1,-218,-85,20
CSc1ccccc1C(=O)Nc1cccc([N+](=O)[O-])c1,13,1,3,-4,-1,23,-16,-4
Cc1cnc(NC(=O)CCCc2nc3ccccc3s2)s1,9,34,-1,2,0,24,-79,2
CN(C)C=Nc1nonc1-c1ccc(Cl)cc1,5,4,8,3,-15,14,1,-2
O=C(O)/C=C/C(=O)NC1CC1,4,-3,-5,3,-12,-2,3,-2
CCc1ccc(C(C)NC(=O)c2ccc3c(c2)OCO3)cc1 (stereo unspecified),1,-4,-5,1,-4,-4,1,0
O=S(=O)(Nc1ccc(Cl)cn1)c1cccc(S(=O)(=O)c2ccccc2)c1,8,10,2,2,-3,23,3,-5
O=C1NC(=Nc2ccccc2Cl)SC1(CO)CO,-5,6,12,0,-6,10,18,-2
CCc1ccc2[nH]c(=O)c(C(c3nnnn3Cc3ccc(OC)cc3)N3CCOCC3)cc2c1 (stereo unspecified),-2,16,3,11,-11,13,-2,-8
COC(=O)[C@@H]1C[C@@H]2CC[C@@H](O)C[C@@H]2N1Cc1ccc(OC)cc1,9,0,-20,2,3,2,11,-1
CC12C(=O)N(c3ccccc3C(=O)O)C(=O)C1C1C=CC2C1 (stereo unspecified),-1,-20,-13,-2,13,-1,-21,-1
Cc1ncc(CC(=O)n2cc(C(=O)c3cc(F)ccc3O)cn2)s1,5,-10,10,8,-13,-9,-1,-10
O=C(CSc1nc(C2CCCCC2)n(-c2ccccc2)n1)NCCN1C(=O)CSC1=O,15,8,4,3,1,8,0,-3
CCOc1cc(C(=O)NCCCn2ccnc2)cc(OCC)c1OCC,2,4,-1,-6,13,4,-1,-17
CCN(CC)C(=O)COc1ccc(/C(C)=N/NC(=O)c2ccccc2-n2cccc2)cc1,15,-1,-4,-3,2,3,-5,-9
CC(C)N1C(=O)C2C(C(=O)NCc3ccccc3)C3C=CC2(O3)C1C(=O)NC(C)(C)C (stereo unspecified),-10,-1,3,9,-6,7,4,4
COC(=O)C1=C(C)NC(C)=C(C(=O)OC)C1C(=O)OC1CCCCC1=O (stereo unspecified),-3&21,-16,-2,3,5,14,6&9,2&4
Cc1ccc(NS(=O)(=O)c2cccc(C(=O)N3CCN(C(=O)c4ccco4)CC3)c2)cc1,1,-1,-9,-12,5,1,-11,-10

# Laid out differently: two of the compounds above.
# Each structure is followed by: CCR6 antagonist	Jurkat NFkB inh	SENP8 inh	UBC13 polyUb	Apaf-1 inh	697 NFkB inh	Gli-Sufu block	EBI2 antag
> CCc1ccc2[nH]c(=O)c(C(c3nnnn3Cc3ccc(OC)cc3)N3CCOCC3)cc2c1 (stereo unspecified)
    -2	16	3	11	-11	13	-2	-8
> COC(=O)[C@@H]1C[C@@H]2CC[C@@H](O)C[C@@H]2N1Cc1ccc(OC)cc1
    9	0	-20	2	3	2	11	-1

# Remaining list, next part.
SMILES,CCR6 antagonist,Jurkat NFkB inh,SENP8 inh,UBC13 polyUb,Apaf-1 inh,697 NFkB inh,Gli-Sufu block,EBI2 antag
C[C@H](NC(=O)[C@H]1N2C(=O)c3ccccc3C2SC1(C)C)C(=O)N1CCC[C@H]1C(=O)O (stereo partly specified),2,8,8,2,-2,10,-4,-7
CC(=Nc1ccccc1)C1=C(O)CSC1=O,14,0,6,4,-22,-8,-5,-7
Cc1cccc(C(=O)Nc2onc(C)c2C#N)c1,9,-2,-12,-2,-14,0,1,-1
C[C@@H]1CCC[C@@]2(O[C@H](CCO)C[C@@H](O)[C@@H]2O)O1,5,14,3,6,1,20,-9,-17
CCOC(=O)c1c(N2C(=O)C3C4C=CC(O4)C3C2=O)sc2c1CCCC2 (stereo unspecified),6,0,-1,16,10,14,-14,1
COCCCn1c(=O)c2ccccc2n(CC(=O)NCCC2=CCCCC2)c1=O,1,-2,1,10,0,8,9,-1
COc1ccc(CCNC(=O)CSc2nnc(-c3cccc(F)c3)o2)cc1OC,3,1,2,5,-5,23,-2,-1

# Some of the compounds tested; rates above refer to the full screens.
